Bioassay records: PubChem, Sanford-Burnham Center for Chemical Genomics
MIN6 prolif – induces beta-cell replication in MIN6 cells; MIN6 cells proliferation, ATPlite luminescence, 48 h; cells starved in 0.2% serum; 100% = growth in 10% serum; proliferation, % at 10 µM; 330,000 compounds, 0.29% hits; AID 2380;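 active = compounds whose signal lies at least 3.5 SD above the mean of all wells on their plate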;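 note: 0% = DMSO-treated cells in low-serum medium and 100% = 10% serum control; some compounds called inactive have numbers as strong as hits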
MPTP block – permeability transition pore inhibition; inhibition, % at 10 µM; 360,000 compounds, 1.4% hits; isolated mouse mitochondria, Ca2+ swelling absorbance, 30 min; AID 602449;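 active = inhibition of 50% or more, scaled per plate between neutral and stimulator controls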;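 note: 0% = DMSO wells given calcium and 100% = 1 mM EGTA wells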
hIAP activ – human IAP activation; P09923; purified human IAP, CDP-Star luminescence, 30 min; active compounds read high; 1 = vehicle-only enzyme, 0 = enzyme-free background; activation factor at 10 µM; 330,000 compounds, 0.16% hits;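 active = activation factor of the enzyme at least 2-fold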; note: the source names both 10 and 20 µM as test concentration; values of inactives mirror those of a sister screen read the other way
hIAP block – human IAP inhibition. P09923. purified IAP, CDP-Star luminescence, 30 min. inhibition, % at 10 µM. 330,000 compounds, 0.12% hits;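 active = inhibition reaching a set limit with compound at 10 µM in the primary screen, cut at about 35% in these data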;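 note: plate controls were DMSO wells with enzyme for no effect and no-enzyme buffer wells for full effect; values of inactives mirror those of a sister screen read the other way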
mIAP activ – increases mouse intestinal alkaline phosphatase activity. activation factor at 10 µM. 330,000 compounds, 0.24% hits. muIAP, CDP-Star luminescence, 30 min; active compounds read high; 1 = vehicle-only enzyme signal, 0 = enzyme-free wells;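 active = activation factor of at least 2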; note: the source names both 10 and 20 µM as test concentration; values of inactives mirror those of a sister screen read the other way
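System: Mouse IAP enzyme | Also added: CDP-Star substrate | Dosing: Compounds dispensed in DMSO | Schedule: 30 min enzyme-substrate-compound incubation at room temperature | Technique: Chemiluminescence readout | Control set: DMSO-only wells and no-enzyme negative control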
ATG4B inhibitor – blocks human ATG4B protease cleavage of LC3 substrate; ATG4B cleavage of LC3-PLA2, NBD-HPC fluorescence, 1 h; inhibition, % at 8.33 µM; 340,000 compounds, 0.51% hits; Q9Y4P1; in the data active = inhibition above about 40%
Target sequence (Q9Y4P1 whole entry, looked up): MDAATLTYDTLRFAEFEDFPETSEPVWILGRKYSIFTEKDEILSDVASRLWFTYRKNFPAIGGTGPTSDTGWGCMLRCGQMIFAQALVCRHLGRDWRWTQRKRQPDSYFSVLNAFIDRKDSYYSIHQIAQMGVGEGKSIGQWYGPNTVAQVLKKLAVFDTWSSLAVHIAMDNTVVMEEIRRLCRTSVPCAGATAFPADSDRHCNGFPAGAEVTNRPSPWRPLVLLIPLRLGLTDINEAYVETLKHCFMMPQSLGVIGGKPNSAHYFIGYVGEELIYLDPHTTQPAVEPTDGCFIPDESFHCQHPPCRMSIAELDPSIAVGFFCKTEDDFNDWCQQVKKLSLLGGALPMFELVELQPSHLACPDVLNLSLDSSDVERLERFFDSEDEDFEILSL
mIAP block – mouse IAP inhibition | purified mouse IAP, CDP-Star luminescence, 30 min | AID 2806 | 330,000 compounds, 0.2% hits | inhibition, % at 10 µM;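 active = inhibition of at least 40% at 10 µM in the primary screen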;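 note: plate controls were DMSO with enzyme for no effect and no enzyme wells for full effect; values of inactives mirror those of a sister screen read the other way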
APOBEC3A inh – human APOBEC3A DNA deaminase inhibition; recombinant A3A, FAM/TAMRA ssDNA deamination fluorescence; P31941; AID 493011; inhibition, % at 20 µM; 330,000 compounds, 0.41% hits;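 active = at least 40% inhibition at 20 µM here, with at most 30% in a related deaminase screen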;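 note: plate controls were A3A with DMSO for no effect and wells lacking A3A enzyme for full effect; some results filed as inactive read as strong as hits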
Target sequence (P31941 whole entry, looked up): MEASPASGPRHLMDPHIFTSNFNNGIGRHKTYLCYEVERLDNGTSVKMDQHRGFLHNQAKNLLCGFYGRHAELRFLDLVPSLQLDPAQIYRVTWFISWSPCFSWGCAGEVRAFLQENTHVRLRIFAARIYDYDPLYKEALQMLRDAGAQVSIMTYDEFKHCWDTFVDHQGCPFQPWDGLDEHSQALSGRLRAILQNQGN
A3G deaminase – inhibitors of human APOBEC3G DNA deaminase; Q9HC16; recombinant A3G, ssDNA deamination FAM/TAMRA fluorescence; inhibition, % at 20 µM; 330,000 compounds, 0.28% hits; AID 493012;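 active = inhibition of at least 40% at 20 µM, with no more than 30% in the related APOBEC3A deaminase screen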;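 note: plate controls were DMSO wells with A3G for no effect and wells lacking A3G enzyme for full effect; some compounds called inactive have numbers as strong as hits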
Target sequence (Q9HC16 whole entry, looked up): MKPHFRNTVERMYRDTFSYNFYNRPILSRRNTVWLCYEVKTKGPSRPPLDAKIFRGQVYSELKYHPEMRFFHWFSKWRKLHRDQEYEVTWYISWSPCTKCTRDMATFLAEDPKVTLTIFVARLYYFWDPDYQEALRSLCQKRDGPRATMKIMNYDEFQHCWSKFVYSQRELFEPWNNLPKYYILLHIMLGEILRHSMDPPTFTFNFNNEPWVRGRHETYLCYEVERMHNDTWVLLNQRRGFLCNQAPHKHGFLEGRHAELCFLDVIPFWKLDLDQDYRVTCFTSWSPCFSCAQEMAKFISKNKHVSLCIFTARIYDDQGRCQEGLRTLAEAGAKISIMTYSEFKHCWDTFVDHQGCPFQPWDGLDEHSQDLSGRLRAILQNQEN
* hit, by the source's call; · = not tested or not shown.

SMILES	MIN6 prolif	MPTP block	hIAP activ	hIAP block	mIAP activ	ATG4B inhibitor	mIAP block	APOBEC3A inh	A3G deaminase
Cc1cc2ccccc2n1CCNCc1c(C(=O)N2CCOCC2)nc2ccccn12	4	1.3	0.95	5	1.1	11	-6	-2	-3
Cn1c(=O)c2c(ncn2CC(=O)Nc2cc(S(=O)(=O)N3CCCCC3)ccc2Cl)n(C)c1=O	1	1.1	0.95	4	0.96	-6	4	-1	-7
Clc1nccnc1-c1ccccc1	-1	-0.2	1.1	-10	0.97	-6	3	4	-1
COc1ccc(N2CCN(CC(=O)Nc3ccc(C)cc3)CC2)cc1	-2	0.3	0.96	4	1.2	-6	-15	-7	-3
COc1ccc(CCNC(=O)C2CCN(S(=O)(=O)c3ccc(OC)c(OC)c3)CC2)cc1OC	-2	2.1	1.2	-21	1.1	-4	-11	-6	10
COC(=O)CC1=NN(c2ccccc2)C(=O)C1	-3	1.5	1.2	-22	0.98	-11	2	3	0
O=C(NCc1cccc(C(F)(F)F)c1)N1CCN(S(=O)(=O)c2ccccc2F)CC1	-2	1.5	0.99	1	1.1	51*	-6	-3	-12
CCCOC(=O)CC1C(=O)NCCN1Cc1ccc(F)cc1 (centres undefined)	-4	0.6	1.1	-8	1	-10	-1	-5	-14
COc1cc([N+](=O)[O-])cc(/C=N/NC(=O)CSc2nnc(-c3ccccc3)n2C)c1O	-1	·	1.1	-9	0.71	5	29	6	-1
CC(=O)Oc1cc2c(C(=O)NCCN3CCOCC3)c(C)oc2c2ccccc12	-4	3.1	0.87	13	0.9	-10	10	-4	-5
COC(=O)c1ccccc1NC(=O)C(C)Oc1ccccc1 (centres undefined)	1	-1.2	1.1	-6	0.96	-3	4	4	1
O=C(N/N=C/c1ccco1)C1CCCC1	4	1.1	0.65	35	0.93	-1	7	2	-7
CCc1ccc(-c2nc(CSCC(=O)N3CCN(c4ccccn4)CC3)c(C)o2)cc1	-6	80*	0.92	8	0.93	-9	7	-3	-5
O=C(COc1ccccc1Cl)OCC(=O)N1CCN(S(=O)(=O)c2ccccc2)CC1	1	-0.3	1	-5	0.98	-2	2	-3	-3
C[C@H](CO)N1C[C@H](C)[C@@H](CN(C)S(=O)(=O)c2cccs2)Oc2c(NC(=O)Nc3ccc4c(c3)OCO4)cccc2C1=O	4	-0.4	0.96	4	1.2	-4	-16	-3	8
Cc1cccc(NC(=O)NN2CCN(C)CC2)c1C	-3	-0.3	1.2	-19	0.99	-5	1	-3	-3
Oc1cc(-c2ccncc2)cc2cccnc12	-6	-3.3	1.4	-37	1.1	-4	-8	1	-8
N#CC1=C(N)Oc2n[nH]c(-c3cccs3)c2C1c1ccoc1 (centres undefined)	-2	1.1	0.98	2	0.78	-2	22	2	-3
CC(C)(C)Cn1c(=O)[nH]c(=O)c2cc([N+](=O)[O-])cnc21	0	6.2	1.1	-11	0.95	1	4	1	0
CC(C)OC(=O)c1cc2c(ccn2-c2ccc(F)cc2)n1CC(=O)N1CCN(C(=O)c2ccco2)CC1	-2	4.5	1.1	-12	0.99	-6	1	5	7
CCOc1ccc(N2CC(=O)Nc3ccccc3NCC2=O)cc1	-3	-2.6	0.91	9	0.97	-2	3	-2	-2
O=C1CC(SC(=Nc2ccccc2)Nc2ccccc2)C(=O)N1c1ccc(Cl)cc1 (centres undefined)	-1	-11	1.2	-15	1.1	-9	-12	-8	-3
NS(=O)(=O)c1ccc(CNC(=O)Cc2ccccc2[N+](=O)[O-])cc1	-3	0.8	0.98	2	0.97	2	3	-1	-4
COc1ccc(CCNc2ccc(C(CC(N)=O)NC(=O)c3cc(C)cc(C)c3)cc2[N+](=O)[O-])cc1 (centres undefined)	-5	0.5	0.98	2	0.96	2	4	2	-9
COc1cc(C(=O)OC(C)C(=O)N2CCc3ccccc3C2)ccc1OCC(=O)N1CCOCC1 (centres undefined)	-1	-1.2	1	-3	0.99	-15	1	2	1
COc1ccc(/C(C)=N/NC(=O)CNC(=O)c2ccncc2)c(OC)c1	-1	-0.4	1.4	-37	1.1	-10	-15	-3	-9
CSC(=Nc1ccccc1)C(C#N)c1nc2ccccc2[nH]1 (centres undefined)	-3	-3.1	1	-2	0.82	-9	18	1	-6
NC(=O)C1CCCN(S(=O)(=O)c2ccc(Br)cc2)C1 (centres undefined)	0	1.4	0.99	1	0.99	-1	1	0	-3
CC(=O)Nc1cccc(C(=O)Nc2ccccc2C(=O)O)c1	1	-0.4	1.1	-14	0.91	-3	9	2	0
Cc1ccc(NC(=O)Cc2nnc(SCC(=O)NC3CCCC3)n2C)c(C)c1	0	0.2	0.92	8	0.95	-6	5	-4	-13
O=C(NN=Cc1ccc(N2CCOCC2)cc1)c1cc2ccccc2cc1O	-2	1.4	1.1	-14	0.79	-11	22	0	2
CN(CC1CCCO1)S(=O)(=O)c1ccc(C(=O)Nc2ccc(F)cc2)cc1 (centres undefined)	-1	-1.1	1.2	-25	1	1	-2	-1	-5
CN(C)S(=O)(=O)c1ccc(C(=O)OCCCN=C2NS(=O)(=O)c3ccccc32)cc1	-4	-1.4	1	-4	0.98	0	2	-1	-6
CC1CCCN(C(=O)c2ccc(NS(=O)(=O)c3cccc([N+](=O)[O-])c3)cc2)C1 (centres undefined)	-3	1.3	1	-2	1	-10	-1	-3	-7
CCOc1ccc(NC(=O)c2ccc3c(SCC(=O)O)c4c(nc3c2)CCCC4)cc1	-3	0.7	1	-3	0.87	-8	13	5	2
COc1ccccc1C(=O)CSc1nnc(-c2ccco2)o1	6	0.3	1.1	-5	0.94	-4	6	3	7
Cc1ccc(C(=O)N2CCc3ccccc32)cc1[N+](=O)[O-]	1	-0.7	0.7	30	1	1	-4	-1	-6
CC(=O)NC(Cc1cccc(C)c1)C(=O)NC1CCN(C(=O)NCc2ccccc2)CC1 (centres undefined)	-1	2.9	0.89	11	1	-2	0	2	2
O=C(NCCc1ccc(F)cc1)Nc1ccc2c(c1)OCO2	-1	3.4	1.1	-8	1	0	-2	-1	-7
Cc1ccc(NC(=O)CN(C)S(=O)(=O)c2ccc(Cl)s2)c(O)c1	-3	1.8	1.3	-27	1.1	5	-7	-2	-9
O=C(C1CCC(CNc2c(N3CCCCC3)c(=O)c2=O)CC1)N1CCc2ccccc2C1 (centres undefined)	0	-1.0	0.92	8	1	-1	-5	-4	-5
O=C(NC12CC3CC(CC(C3)C1)C2)N(Cc1ccccc1)Cc1ccncc1	-2	2.1	1	-3	1	-3	-4	-3	-9
CCOC(=O)/C(C#N)=C/c1cn(CCC(=O)O)nc1-c1ccc(Cl)cc1	0	-0.6	1	-5	1.1	-11	-7	1	-5
CS(=O)(=O)N(CC(=O)NCCSc1ccccc1)c1ccc2c(c1)OCO2	0	-1.4	1.2	-16	1	-11	-2	2	2
CN(c1ccccc1)S(=O)(=O)c1ccc(C(=O)NNC(=O)c2ccccc2F)cc1	5	-1.5	1.1	-12	1	4	-2	-4	-10
O=C(CN1C(=O)C2CC=CCC2C1=O)Nc1nccs1 (centres undefined)	3	2.6	1.1	-7	0.92	-3	8	-1	-6
Cc1ccc(S(=O)(=O)Oc2ccccc2/C=N/NC(=O)c2c(Cl)cnn2C)cc1	-1	2.1	0.95	4	0.9	-18	10	-1	0
CCOC(=O)C1CCN(S(=O)(=O)c2ccc(OC)c(Cl)c2)CC1	1	0.4	1.1	-12	1	3	0	1	-6
Cc1cc2c(cc1C)CSC(c1ccc3ccccc3c1O)SC2	-3	16	1.2	-24	0.89	-6	11	1	-4
CN1C(=O)C(C)(C)c2cc(S(=O)(=O)N3CCC(C(=O)NCc4ccc(F)cc4)CC3)ccc21	-3	-0.7	1.1	-8	1.1	0	-8	1	3

(list continues)
SMILES	MIN6 prolif	MPTP block	hIAP activ	hIAP block	mIAP activ	ATG4B inhibitor	mIAP block	APOBEC3A inh	A3G deaminase
COc1ccc(CNC(=O)COc2cc(O)c3c(c2)OC(C)(C)CC3=O)cc1	8	0.2	0.79	21	1	-11	0	-3	-4
O=C(COC(=O)c1nc(-c2ccccc2)n(-c2cccc(C(F)(F)F)c2)n1)NCc1cccs1	-3	-6.7	0.94	6	1	-3	-1	3	-6
O=C(Nc1ccc(N2CCOCC2)cc1)c1cc2ccccc2o1	-3	24	0.96	4	1	1	-4	-4	-5
Cc1cc(=O)n2nc(N3CCCC3C(=O)NCc3ccccn3)sc2n1 (centres undefined)	-3	-0.1	1	-3	0.98	-3	2	-3	-5
COc1ccc(N2CCN(C(=S)Nc3ccccc3OC)CC2)cc1	-2	-0.3	0.96	4	1.1	-3	-8	-7	-9
COC(=O)Nc1c(C)nn(Cc2ccccc2C)c1C	0	-1.2	0.89	12	0.97	18	3	0	-3
Cc1cc(=O)[nH]c(N2CCOCC2)n1	0	-0.6	0.9	10	0.99	4	1	-3	-4
O=C(CSc1ccc(Br)cc1)N1CCOCC1	-2	-0.6	0.85	15	1	6	-2	19	-9
COC(=O)c1ccc(N2C(=O)CC(NCc3ccccc3)C2=O)cc1 (centres undefined)	-1	0.2	1.5	-52	1	-14	-4	4	3
COc1c(C)cc(C(=O)C2CCCN(C(=O)c3cc(C)on3)C2)cc1C (centres undefined)	3	1.4	0.97	3	1.1	-8	-6	-3	-9
COC(=O)c1c(SCC(=O)Nc2ccc(C)cc2)nc(=O)[nH]c1C	-1	1.6	0.89	11	0.97	-2	2	-3	-5
C#CCOCCOCCOCCNc1nc(N2CCN(C(=O)Cn3cc(CCCN=C(N)N)nn3)CC2)nc(N2CCN(C(=O)[C@H]([C@@H](C)O)n3cc(CCCCN)nn3)CC2)n1	-1	0.0	0.83	17	0.95	0	5	0	-5
CSCCC(NC(=O)c1ccc(Cl)cc1)C(=O)OCC(=O)Nc1cc(Cl)ccc1C#N (centres undefined)	0	18	0.87	13	0.99	-5	0	-3	-5
Cc1csc(NC(=O)c2ccoc2C)n1	-1	0.5	1	0	1	26	-1	-1	-1
COc1ccc(CN2CCC(n3nccc3NC(=O)CCc3ccccc3)CC2)c(C)c1C	-3	0.9	2.3*	-131	2.1*	0	-105	-4	-2
CC(=O)N/C(=N\c1nc(C)cc(C)n1)Nc1ccc(Cl)cc1Cl	-2	-1.5	1	0	0.97	13	3	-2	-6
CCCc1n[nH]c2c1/C(=N/O)CC(c1ccccc1)C2 (centres undefined)	0	-8.4	1.2	-18	1	6	-4	-1	8
CC(C)CC(=O)Nc1ccc(C(=O)COC(=O)CN2C(=O)NC3(CCCCC3C)C2=O)cc1 (centres undefined)	3	-0.7	1	0	1	-12	-1	11	-1
CC1CCN(C(C(=O)O)c2ccccc2)CC1 (centres undefined)	-1	-1.3	1	0	1	-1	0	0	-6
O=C(O)c1ccc(NC(=O)c2ccccc2NC(=O)c2cccc(Br)c2)cc1	-2	-5.4	1.2	-18	0.91	-3	9	-4	-4
CC(=O)Nc1ccc(NC(=O)CSc2nnc(-c3cc4ccccc4o3)n2C)cc1	0	0.2	0.95	5	1	-2	0	-5	-9
COc1ccc(N2CCN(C(=O)c3ccc4c(c3)[nH]c(=S)n3c5ccccc5nc43)CC2)cc1	-4	·	1.1	-10	1	·	0	5	1
